TrxR1 inh = inhibitors of rat thioredoxin reductase 1 | O89049 | hit rate 1% among 390,000 | AID 588453 | recombinant rTrxR1, NADPH fluorescence consumption, selenite substrate | Potency, µM (doses to about 114 µM), for the others: top-dose activity change, negative = inhibition, hits mostly inhibitors; note: % is set by controls: 0 for no effect and ±100 for the full control effect; nearly all actives have a fitted effect of over 65% in size
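Rat TrxR1 (90 nM in the dispensed reagent) was pre-reduced with 400 uM NADPH for 5 min at room temperature, then incubated with compound for 15 min. After 400 uM selenite was added, NADPH fluorescence (Ex 340/Em 450 nm) was followed for 8 min.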
GLS inhibitor = blocks human kidney-isoform glutaminase activity; Potency, µM (series often up to 45.5 µM), without a hit: at the highest dose activity change, negative = inhibition, most hits filed as inhibitors; GLS enzymatic activity, qHTS titration; O94925; hit rate 0.21% among 410,000; note: % is set by controls: 0 for no effect and ±100 for the full control effect
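Two-point fluorescence kinetic (t0, 30 min RT) for hKGA; glutamate detected via glutamate oxidase–HRP–Amplex Red. Substrate: 1 mM L-glutamine solution; buffer 45 mM KH2PO4, pH 8.2.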
RGS4 inh = inhibitors of human regulator of G protein signaling 4. Transcreener GDP fluorescence polarization, RGS4-accelerated GTP hydrolysis. Potency, µM (highest dose often 114 µM), without a hit: at the highest dose activity change, negative = inhibition, actives largely listed as inhibitors. hit rate 0.039% among 390,000. AID 504845; note: % is set by controls: 0 for no effect and ±100 for the full control effect; nearly all actives have a fitted effect of over 75% in size; some results filed as inactive show a strong effect at the top dose
Target sequence (P49798 whole entry, looked up): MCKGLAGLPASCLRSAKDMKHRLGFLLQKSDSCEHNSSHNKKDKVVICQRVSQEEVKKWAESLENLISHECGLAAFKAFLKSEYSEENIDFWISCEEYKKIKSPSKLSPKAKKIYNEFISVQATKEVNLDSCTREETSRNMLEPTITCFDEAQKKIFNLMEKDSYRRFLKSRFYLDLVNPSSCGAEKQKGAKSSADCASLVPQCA
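MLSMR compounds (23 nl, pin-transferred) preincubated 10 min at room temperature with a 500nM (2x) first reagent, then RGS4 at 900nM (2x) plus Transcreener GDP mix added; fluorescence polarization (620/688 nm) read before and after 90 min at 30 °C.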
ERG Ets-DNA blk = blocks human ERG Ets domain binding to DNA. fluorescence polarization, His-ERG Ets domain / labelled DNA. Potency, µM (doses to about 76.9 µM), for inactives: top-dose FP activity, negative = inhibition, actives largely listed as inhibitors. hit rate 0.028% among 370,000; active = well fitted inhibition curve with a large enough effect in the polarisation, with a control signal flat; inconclusive = small, poorly fitted or top-dose-only effect, or effect the other way, or a change in a side signal; inactive = no such curve, though single readings can be large or run the other way; the % refers to the polarisation;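 note: polarization taken with two DNA probes labelled with fluorescein and Texas red; % of control where 0% means no effect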
Target sequence (P11308 whole entry, looked up, the tested form may be a part): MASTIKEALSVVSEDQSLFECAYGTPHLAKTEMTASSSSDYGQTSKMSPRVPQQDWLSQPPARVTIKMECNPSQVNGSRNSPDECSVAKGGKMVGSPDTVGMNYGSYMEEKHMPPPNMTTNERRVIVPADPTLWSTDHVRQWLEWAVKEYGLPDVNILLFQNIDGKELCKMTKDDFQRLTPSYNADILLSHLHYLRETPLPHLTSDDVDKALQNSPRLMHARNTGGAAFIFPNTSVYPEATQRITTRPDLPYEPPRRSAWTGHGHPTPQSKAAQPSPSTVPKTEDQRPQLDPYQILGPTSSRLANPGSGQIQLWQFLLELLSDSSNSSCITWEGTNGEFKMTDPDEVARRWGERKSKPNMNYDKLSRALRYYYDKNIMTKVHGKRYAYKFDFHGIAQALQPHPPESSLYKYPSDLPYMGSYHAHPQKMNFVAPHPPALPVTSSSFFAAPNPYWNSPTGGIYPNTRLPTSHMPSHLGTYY
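His-tagged ERG Ets domain (1 uM in the protein solution; 300mM KCl, 50mM Tris-HCl, 1mM EDTA, 1mM DTT, pH 7.5) received compound, then a probe mix of 5 nM fluorescein-DNA and 100nM Texas-615-DNA. Fluorescence polarization was read for both dyes.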
12-LOX inh = inhibitors of human 12S-lipoxygenase ALOX12. hit rate 1.1% among 580,000. Potency, µM (doses to about 108 µM), for inactives: top-dose activity change, negative = inhibition, usual class: inhibitors. purified 12hLO, xylenol orange hydroperoxide absorbance. P18054; note: % is set by controls: 0 for no effect and ±100 for the full control effect
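Purified human 12hLO (150 nM final) in 25 mM Hepes, 0.01% Triton X-100, pH 7.0 was preincubated 15 min at room temperature with compound. Then 40 uM arachidonic acid was added, 30 min. Hydroperoxide was read by Fe-XO absorbance ratio 573/405 nm.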
PGK inhibitor = inhibitors of T. brucei phosphoglycerate kinase; P07378; PGK/GAPDH coupled, Kinase-Glo luminescence, 60 min; Potency, µM (highest dose often 57.5 µM), inactives show at the top dose activity change, negative = inhibition, usual class: inhibitors; hit rate 0.043% among 380,000; AID 602233; note: % is set by controls: 0 for no effect and ±100 for the full control effect; nearly all actives have a fitted effect of over 60% in size
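Recombinant glycosomal PGK reaction used 1,3-bisphosphoglycerate generated in-well by GAPDH (100nM final) in 100mM TEA pH 7.6, 5mM MgCl2, 0.01% Tween-20. After 60 minutes at room temperature, ATP was read by Kinase-Glo Plus luminescence end-point.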
HP1b binding inh = blocks HP1-beta chromodomain binding to methylated histone tails | Potency, µM (titrated, usually from 114 µM), for the others: at the highest dose activity change, negative = inhibition, usual class: inhibitors | AlphaScreen HP1-beta / biotin-H3K9me3 peptide binding | AID 540317 | hit rate 0.56% among 390,000 | P83916; note: nearly all actives have a fitted effect of over 70% in size; inactives centre near 23
Target sequence (P83916 whole entry, looked up): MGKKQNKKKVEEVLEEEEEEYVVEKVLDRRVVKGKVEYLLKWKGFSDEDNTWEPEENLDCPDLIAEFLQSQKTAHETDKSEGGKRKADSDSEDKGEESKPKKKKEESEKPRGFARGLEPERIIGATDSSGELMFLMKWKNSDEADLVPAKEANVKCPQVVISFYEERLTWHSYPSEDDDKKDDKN
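Compound inhibition of the preformed complex between 50 nM HP1-beta and 50 nM biotinylated H3K9me3 peptide was read by AlphaScreen. Buffer was PBS pH 7.4 with 0.01% Tween-20. Incubations ran 30 min at room temperature, with 10 ug/mL donor/acceptor beads.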
JMJD2A Tudor inh = JMJD2A Tudor domain (human) inhibition | O75164 | AlphaScreen JMJD2A-Tudor / H3K4me3 peptide binding | Potency, µM (series often up to 114 µM), without a hit: at the top dose activity change, negative = inhibition, actives largely listed as inhibitors | hit rate 4.4% among 390,000; note: % is set by controls: 0 for no effect and ±100 for the full control effect; nearly all actives have a fitted effect of over 50% in size
Pin1 inhibitor = inhibitors of human Pin1; Q13526; Pin1 FP peptide displacement, HiFluor488, 10 min; Potency, µM (doses to about 115 µM), without a hit: at the highest dose activity, negative = inhibition, hits mostly inhibitors; hit rate 0.009% among 390,000; AID 504891; active = well fitted inhibition curve with a large enough effect in the polarisation, with a control signal flat, not every such curve was filed as active; inconclusive = small, poorly fitted or top-dose-only effect, or effect the other way, or a change in a side signal; inactive = no such curve, though single readings can be large or run the other way; the % refers to the polarisation; note: % is set by controls: 0 for no effect and ±100 for the full control effect
Target sequence (Q13526 whole entry, looked up): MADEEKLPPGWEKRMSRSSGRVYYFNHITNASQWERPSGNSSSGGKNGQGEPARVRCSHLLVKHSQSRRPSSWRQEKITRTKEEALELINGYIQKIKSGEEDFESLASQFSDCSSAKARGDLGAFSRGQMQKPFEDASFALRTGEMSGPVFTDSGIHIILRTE
* = called active by the depositor; i = inactive; u = inconclusive; x = no result given; [ ] = remark or other dose. Unless noted, calls come from the whole dose curve; as a rule, active = well fitted curve in the direction sought with a large enough effect; inconclusive = small, poorly fitted or top-dose-only effect, or another doubt; inactive = no such curve, though single readings can be large; an effect the other way counts as inactive or inconclusive. Potency is the fitted concentration of half-maximal effect. Some of the compounds tested; count on the stated rates, not on these rows.

SMILES	TrxR1 inh	GLS inhibitor	RGS4 inh	ERG Ets-DNA blk	12-LOX inh	PGK inhibitor	HP1b binding inh	JMJD2A Tudor inh	Pin1 inhibitor
O=C(OCC(=O)N1CCc2ccccc2C1)c1cccc([N+](=O)[O-])c1	-0.1%	1.7%	40.1%	11.5%	-22.1%	-2.9%	0.8%	-16.6%	0.3%
CCOC(=O)C1(Cc2ccccc2)C(=O)N(CCCN(C)C)c2ccccc21 (centres undefined)	17.4%	-1.6%	6.6%	5.8%	0.0%	-4.1%	20.5%	-10.0%	-10.5%
CCC(=O)N1CCc2cc(Br)cc(S(=O)(=O)N3CCCC(C(=O)NC(C)(C)C)C3)c21 (centres undefined)	7.0%[57.1 µM]	-16.0%	-8.2%	14.0%	-3.7%	-5.7%	-19.7%	-9.2%	2.7%
Cc1ccc(S(=O)(=O)N(C)C)cc1NC(=O)c1c(-c2c(F)cccc2Cl)noc1C	18.7%[11.4 µM]	0.7%	-3.0%	0.8%	u	i	35.6%[activator]	-6.7%	-2.8%
CC(=O)Nc1ccc(Nc2nnc(-c3ccc(C)c(S(=O)(=O)NCCO)c3)c3ccccc23)cc1	0.0%	22.0%	10.9%	-1.7%	0.0%	5.8%	18.3%	-15.0%	-2.2%
Cc1cc(C)nc(N/N=C/C2=C(O)CC(c3ccc(F)cc3)CC2=O)n1 (centres undefined)	7.0%	11.4%	-1.0%	7.9%	-21.8%	-7.6%	44.5%[activator]	31.6µM*	7.3%
CCOc1ccc(CN(C)C(=O)CCN2C(=O)c3ccccc3C2=O)cc1OC	20.1%	4.3%	-4.3%	-3.4%	-1.6%	-2.1%	11.6%	-0.7%	-1.3%
Cc1cccc(N(CC(=O)NC(C)C)C(=O)c2ccc(N3CCCC3)nc2)c1	7.2%[57.1 µM]	18.5%	0.1%	-0.8%	-10.1%	-9.8%	20.7%	-10.7%	-0.5%
CC[C@@H]1C(c2ccc(F)cc2)=NN(c2ccccc2)[C@H]1C(=O)N1CCOC1=O	15.9%	5.5%	-7.7%	0.4%	-17.7%	-3.0%	129.2%[activator]	38.1%[activator]	44.4%[activator]
CC(=O)Nc1ccc(OCCOc2ccc(/C=C3\C(=N)N4N=C(C(C)C)SC4=NC3=O)cc2)cc1	-20.1%	-1.7%	-15.4%	8.7%	9.6%	-0.7%	50.5%[activator]	-11.4%	14.4%
O=C(CCCC(=O)N(CC(=O)NC1CCCCC1)Cc1ccccc1)Nc1ccccn1	u	1.3%	-19.0%[11.4 µM]	-2.6%	20.8%	-10.8%	-11.5%	-11.5%[11.4 µM]	-6.6%
CCNc1nc(C)c(CN(C(C)=O)c2ccccc2)nc1C#N	-26.7%	-13.3%	1.5%	11.8%	-1.0%	-0.7%	64.6%[activator]	4.2%	0.7%
Cc1c(Cl)cccc1NC(=O)Cn1nnc(C(=O)NCc2cccs2)c1N	18.4%[57.1 µM]	11.6%	-10.2%	-12.9%	-20.4%	-9.5%	-5.1%	-21.2%	u
COc1cc(/C=N/NC(=O)COc2ccc(-n3cnnn3)cc2)ccc1OCC(N)=O	25.0%	-1.3%	-21.5%	2.4%	4.4%	2.5%	34.4%	-0.7%	7.4%
CCOc1ccc(NC(=O)N2CCC(CN3CCCCCC3)CC2)cc1	-34.1%	-11.7%	25.8%	0.5%	u	0.1%	21.6%	-30.0%	6.0%
CCOC(=O)Cc1csc(SCC(=O)Nc2cc(C)ccc2OC)n1	-37.3%	-3.5%	-7.3%	-5.0%	0.2%	-7.7%	20.2%	u	-7.1%
CCOC(=O)C1CCN(C(=O)c2nn(-c3ccc(OC)cc3)c(=O)c3c2c2ccccc2n3C)CC1	32.4%	1.1%	5.4%	-0.4%	-21.6%	x	33.4%	-8.7%	-4.8%
COc1ccc(-c2ccc([C@H]3[C@@H]4C=CCC[C@@]4(C)C(=O)N3Cc3ccccc3)c(F)c2)cc1OC	58.0%[activator]	-0.2%	14.1%	-6.2%	-8.1%	-0.6%	24.9%	u	5.8%
O=C(CSc1ncc(S(=O)(=O)c2ccc(Br)cc2)c(=O)[nH]1)NCc1ccccc1Cl	-3.3%	1.2%	-11.7%	-4.6%	-23.2%	-7.4%	30.1%	2.7%	3.5%
COc1ccc(N2CCN(C(=O)CCCn3c(=S)[nH]c4cc5c(cc4c3=O)OCO5)CC2)cc1	3.5%	x	-11.7%	2.4%	-21.4%	-1.4%	41.8%[activator]	14.7%	0.3%
CCCNC(=O)C(Cc1cccc(C#N)c1)NC(=O)c1ccc(C#N)cc1 (centres undefined)	11.2%	5.0%	16.0%	-19.6%	-1.9%	-3.6%	19.5%	-11.1%	-0.6%
O=C(Nc1ccc(Cl)cc1)C1CCCN1C(=O)NCc1ccccc1 (centres undefined)	2.4%	9.2%	14.2%	-1.2%	-14.0%	-4.9%	18.9%	-2.9%	-9.0%
CCC(C(=O)NCc1ccc2c(c1)CCN2C(=O)c1ccc(F)cc1)c1ccccc1 (centres undefined)	9.9%[57.1 µM]	-18.7%	-4.6%	-4.4%	-1.2%	-3.1%	-1.0%	-16.3%	2.1%
COc1cc(CN2CCN(c3cccc(Cl)c3)CC2)cc(OC)c1OC	26.4%	-11.1%	2.0%	-2.8%	u	-4.8%	u	3.55µM*	-1.1%
CSc1ccccc1NC(=O)c1c(C)noc1C	20.6%	9.3%	-7.9%	1.5%	-18.4%	-7.6%	29.3%	-7.2%	-3.9%

Single records (already shown):
`O=C(OCC(=O)N1CCc2ccccc2C1)c1cccc([N+](=O)[O-])c1` as listed: TrxR1 inh: -0.1%; GLS inhibitor: 1.7%; RGS4 inh: 40.1%; ERG Ets-DNA blk: 11.5%; 12-LOX inh: -22.1%; PGK inhibitor: -2.9%; HP1b binding inh: 0.8%; JMJD2A Tudor inh: -16.6%; Pin1 inhibitor: 0.3%
`CCCNC(=O)C(Cc1cccc(C#N)c1)NC(=O)c1ccc(C#N)cc1` (centres undefined) as listed: TrxR1 inh: 11.2%; GLS inhibitor: 5.0%; RGS4 inh: 16.0%; ERG Ets-DNA blk: -19.6%; 12-LOX inh: -1.9%; PGK inhibitor: -3.6%; HP1b binding inh: 19.5%; JMJD2A Tudor inh: -11.1%; Pin1 inhibitor: -0.6%

(listing goes on)
SMILES	TrxR1 inh	GLS inhibitor	RGS4 inh	ERG Ets-DNA blk	12-LOX inh	PGK inhibitor	HP1b binding inh	JMJD2A Tudor inh	Pin1 inhibitor
Cc1cccc(C(=O)N2CCN(c3ncnc4c3cnn4-c3ccccc3)CC2)c1	-3.0%	8.3%	-7.5%	-7.5%	138.2%[activator]	-8.8%	12.8%	-18.6%	0.2%
c1ccc2nc(N3CCOCC3)c(N3CCOCC3)nc2c1	15.8%	-12.1%	-15.8%[11.4 µM]	-5.0%	0.0%	-1.9%	-12.3%	-4.6%[11.4 µM]	5.1%
CC1(C)OC(=O)C(=NNc2ccc(O)cc2)C(=O)O1	-10.1%	11.4%	5.5%	5.6%	u	-0.6%	3.8%	-26.8%	20.9%
O=C(c1cccnc1)N1CCC(Oc2ccc(C(=O)N3CCCCO3)cc2)CC1	12.4%	-1.6%	-16.7%	4.1%	-4.5%	-7.2%	60.3%[activator]	-5.5%	-0.3%
CCC(CC)C1C(C#N)=C(N)SC(N)=C1C#N	u	1.5%	u	7.5%	-14.5%	-0.6%	55.0%[activator]	u	27.4%
COCCN1CC(CNC(=O)c2cc(COc3ccccc3SC)on2)CC1=O (centres undefined)	-3.6%	-2.7%	-26.2%	-4.7%	u	i	20.7%	-6.2%	-15.4%
Cc1ccc(S(=O)(=O)N2CCOCC2)cc1C(=O)Nc1ccc2c(c1)OCCO2	15.7%	1.4%	15.6%	-1.3%	5.6%	i	38.8%	-21.6%	0.0%
CN1CCN(C(=O)CCc2nnc3ccc(N4CCC5(CC4)OCCO5)nn23)CC1	28.8%	3.1%	1.1%	-8.2%	0.3%	-0.9%	40.3%[activator]	1.2%	-7.9%
O=C(O)CSc1nccn1-c1cccc(Cl)c1	7.3%[57.1 µM]	0.9%	-16.0%	-3.5%	1.4%	-7.2%	18.7%	8.2%	-0.7%
O=C(COc1ccc2ccccc2c1CN1CCOCC1)N1CCc2ccccc21	29.2%	3.3%	3.0%[56.9 µM]	7.3%	u	-1.8%	4.8%	-12.2%[57.1 µM]	0.8%
Cc1cc(C(F)(F)F)nc(SCC(=O)Nc2cc(C)on2)n1	-7.5%	2.3%	-10.6%	-2.3%	-18.8%	i	39.6%[activator]	-13.2%	1.8%
CCSc1nc2c([nH]c3ccccc32)c(=O)n1-c1ccc(OC)cc1	18.4%[57.1 µM]	-13.5%	-1.5%	14.5%	-14.2%	-8.9%	26.0%[57 µM]	-4.2%	5.8%
COc1ccc2c(c1)cc1c(=O)n(CC(=O)NCCCN3CCOCC3)nc(C)n12	-0.2%	-3.5%	-9.9%	-15.3%	-0.6%	-7.2%	17.5%[57 µM]	2.3%	-6.4%
Cc1ccc(Cl)cc1N1CCN(C(=O)c2c(C)oc3ncnc(N4CCOCC4)c23)CC1	8.6%	8.6%	-9.2%	-14.8%	-10.0%	5.8%	20.7%	-2.6%	0.7%
COC(=O)c1ccc(NC(=O)CNC(=O)c2sc3ccccc3c2Cl)cc1	13.2%	-0.4%	2.2%	10.1%	u	1.7%	15.5%	-0.7%	29.0%
